# Bioassay records deposited in PubChem by several laboratories.
# Cdc42 wt – human Cdc42 wildtype GTP binding change, either direction. P60953. GST-Cdc42 beads, Bodipy-GTP binding, flow cytometry; actives lie on both sides. percent activity (GTP binding), % at 10 µM. 190,000 compounds, 0.2% hits. AID 761;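 active means percent activity GTP binding at least 20 points away from the 100% baseline, either down as inhibitor or up as activator; inconclusive means compound flagged as likely green fluorescent from well-wide comparison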;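 further: median bead fluorescence of bound Bodipy-FL-GTP at 100 nM; 0% = excess unlabeled GTP control and 100% = no compound control; below 100% means less GTP binding so inhibitor and above means activator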
# Rab7 wt GTP bind – dog Rab7 wildtype GTP binding, inhibitors and activators | 190,000 compounds, 0.055% hits | GST-Rab7 beads, fluorescent GTP binding, flow cytometry; actives lie on both sides; untreated = 100%, excess cold GTP = 0% | GTP binding activity (percent of control), % at 10 µM;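 active means fluorescent GTP binding to Rab7 beads changed by at least 20 points from the 100% baseline, either direction, mostly lower; inconclusive means compound itself probably fluorescent, or too few beads counted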;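 further: median green fluorescence of bound Bodipy-FL-GTP per Rab7 bead population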
# HRas wt GTP bind – changes GTP binding to wildtype human HRas; P01112; GST-Ras wt beads, Bodipy-FL-GTP binding, flow cytometry; actives lie on both sides; GTP binding activity, % at 10 µM; 190,000 compounds, 0.14% hits;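 active means GTP binding activity at least 20% away from the 100% baseline, either lowered as inhibitor or raised as activator; inconclusive means flagged as likely green fluorescent, judged across all proteins in the well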;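 further: 0% = unlabeled GTP competition control and 100% = no-compound control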
# Target sequence (P01112 whole entry, looked up): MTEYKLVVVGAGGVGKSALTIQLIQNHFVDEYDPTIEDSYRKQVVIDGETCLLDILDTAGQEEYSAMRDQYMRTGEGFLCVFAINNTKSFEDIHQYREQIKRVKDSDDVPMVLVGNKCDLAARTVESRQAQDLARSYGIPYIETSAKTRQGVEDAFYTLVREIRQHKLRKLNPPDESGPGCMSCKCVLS
# RGS8-Gao – modulates binding of RGS8 to human Galphao | 220,000 compounds, 0.34% hits | multiplexed bead flow cytometry; actives lie on both sides | response (percent of control binding), % at 10 µM | P09471; in the data active means response below about 60% or above about 140%; inactive means in between;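 further: Galphao activated as the GDP aluminium fluoride complex binding bead-coupled RGS8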
# Target sequence (P09471 whole entry, looked up): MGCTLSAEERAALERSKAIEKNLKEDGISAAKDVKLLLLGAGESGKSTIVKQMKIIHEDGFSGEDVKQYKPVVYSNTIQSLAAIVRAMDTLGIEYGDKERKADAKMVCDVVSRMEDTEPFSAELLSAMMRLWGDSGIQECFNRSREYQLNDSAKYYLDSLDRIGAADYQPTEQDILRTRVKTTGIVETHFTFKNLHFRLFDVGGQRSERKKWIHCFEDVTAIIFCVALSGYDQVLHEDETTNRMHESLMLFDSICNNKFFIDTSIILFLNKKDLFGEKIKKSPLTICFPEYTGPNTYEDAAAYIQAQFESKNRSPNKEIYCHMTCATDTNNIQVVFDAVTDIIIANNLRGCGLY
# Mcl1 Bid PPI – Mcl-1/Bid interaction inhibition | TR-FRET Mcl-1/Bid-Dy647 peptide binding, 1536-well | AID 1021 | 220,000 compounds, 0.97% hits | inhibition, % at 21.7 µM | Q07820;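 active means compounds that cut the binding signal by more than half at the single screening dose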;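 further: His-tagged Mcl-1 with europium anti-His antibody binding Bid BH3 peptide; 0% = Mcl-1 plus peptide wells and 100% = peptide-only wells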
# Target sequence (Q07820 whole entry, looked up): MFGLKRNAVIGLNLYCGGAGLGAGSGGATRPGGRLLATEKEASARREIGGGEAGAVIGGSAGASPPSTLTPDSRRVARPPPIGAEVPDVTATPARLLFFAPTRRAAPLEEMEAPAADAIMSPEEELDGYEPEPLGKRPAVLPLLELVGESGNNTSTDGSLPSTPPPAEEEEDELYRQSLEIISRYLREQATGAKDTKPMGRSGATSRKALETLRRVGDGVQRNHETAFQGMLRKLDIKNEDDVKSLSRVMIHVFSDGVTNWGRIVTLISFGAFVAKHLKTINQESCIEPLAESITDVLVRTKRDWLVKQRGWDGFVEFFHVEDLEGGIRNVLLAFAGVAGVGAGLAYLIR
# Pf gametocyte – P. falciparum stage V gametocyte viability inhibition. P. falciparum stage V gametocytes, ATP luminescence, 24 h. inhibition, % at 10.9 µM. 150,000 compounds, 0.065% hits;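 active means inhibition above the mean plus 3 SD of compounds within the control limits, set per campaign, cut at about 38% in these data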;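 further: 0% = DMSO wells and 100% = medium only without gametocytes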
# Rac1 mut GTP – human Rac1 activated mutant GTP binding change. P63000. GST-Rac1 activated beads, fluorescent GTP binding, flow cytometry; actives lie on both sides; 100% means binding = to untreated wells. percent activity (GTP binding), % at 10 µM. 190,000 compounds, 0.11% hits;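 active means GTP binding at least 20 percentage points away from the 100% baseline, in either direction, so actives lie on both sides; inconclusive means Compound likely fluorescent itself, or too few beads counted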
# Rac1 wt modul – human Rac1 wildtype GTP binding, inhibitors and activators; GTP binding activity (% of control), % at 10 µM; P63000; AID 757; GST-Rac1 beads, fluorescent GTP binding, flow cytometry; actives lie on both sides; 0 = cold GTP competed, 100 = untreated; 190,000 compounds, 0.27% hits;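 active means GTP binding activity at least 20 points away from the 100% control level, either lower or higher; inconclusive means compound flagged as likely green fluorescent, judged across all proteins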
# Mcl1 Noxa PPI – disrupts binding of human Mcl-1 to Noxa peptide; Q07820; TR-FRET Mcl-1/Noxa peptide binding, 2 h; inhibition, % at 21.7 µM; 220,000 compounds, 1.5% hits; AID 1022;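 active means compounds that cut the protein-peptide binding signal by more than 50% relative to plate controls in a single-dose test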;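 further: His-tagged Mcl-1 with rhodamine Noxa BH3 peptide and terbium anti-His antibody; 0% = Mcl-1 plus Noxa peptide wells and 100% = peptide-only wells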
# Rab2A wt mod – changes GTP binding to wildtype dog Rab2A, up or down | 190,000 compounds, 0.19% hits | P61105 | GST-Rab2 wt beads, Bodipy-GTP binding, flow cytometry | GTP binding activity, % at 10 µM;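 active means GTP binding activity at least 20 points away from 100%, either lowered or raised; inconclusive means signal likely due to the compound's own green fluorescence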;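 further: 0% = beads with excess unlabeled GTP and 100% = no-compound control corrected for plate trend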
# Mcl-1 Bim block – human Bim-Mcl-1 interaction inhibition. Q07820. Bead-based flow cytometry, Bim peptide-Mcl-1 binding. inhibition, % at 10 µM. 190,000 compounds, 0.1% hits. AID 1009; in the data active means inhibition above about 40%;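 further: 0% = no compound tracer wells and 100% = peptide blocker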
# The depositor's hits bear a star; u = inconclusive; x = no result given. Outcome played no part in choosing rows; any-hit rate near 2.9%.
# Below each compound: Cdc42 wt, Rab7 wt GTP bind, HRas wt GTP bind, RGS8-Gao, Mcl1 Bid PPI, Pf gametocyte, Rac1 mut GTP, Rac1 wt modul, Mcl1 Noxa PPI, Rab2A wt mod, Mcl-1 Bim block
1. Cc1oc(/C=N/NC(=O)CC2(C)OCCO2)cc1Br
    104, 102, 103, 100, 16, 11, 102, 105, 10, 99, -5
2. NNC(=O)c1sccc1OCc1ccc(Cl)cc1
    92, 90, 93, 101, -16, 6, 94, 94, 11, 93, -1
3. CCCCN(CC)C(=O)Cn1c(=O)sc2ccccc21
    98, 96, 97, 102, 9, 8, 95, 96, -4, 96, 0
4. COc1cccc(CNc2ncnc3cc(Cl)ccc23)c1
    96, 104, 100, 104, 14, x, 96, 97, 39, 99, 0
5. CCOC(=O)C1=C(N)Oc2ccc3ccccc3c2C1c1cccnc1 (stereo unspecified)
    100, 100, 101, 91, -12, 12, 99, 100, -22, 100, -1
6. Cc1cccc(OCC(=O)N/N=C\C=C\c2ccc3c(c2)OCO3)c1C
    95, 97, 98, 98, -19, 14, 94, 96, 2, 95, -2
7. CCOC(=O)Cn1cnc([N+](=O)[O-])n1
    99, 106, 100, 100, -10, x, 98, 108, -5, 101, -5
8. COc1ccccc1-n1c(C)nnc1SCC(=O)Nc1cc(C)cc(C)c1
    91, 92, 91, 109, 5, 3, 93, 95, -28, 92, 2
9. O=C(Cn1cnc2c(nnn2Cc2ccc(Cl)cc2)c1=O)NCC1CCCO1 (stereo unspecified)
    99, 98, 98, 104, -16, 6, 96, 102, 12, 99, 1
10. CCc1ccc(S(=O)(=O)ON2C(=O)c3ccccc3C2=O)cc1
    92, 95, 93, 97, -61, -18, 91, 92, 40, 92, -4
11. Cc1cc(C(=O)Nc2ccccc2N2CCOCC2)ccc1[N+](=O)[O-]
    101, 99, 100, 99, 3, 2, 99, 101, -5, 99, -7
12. COc1ccc(S(=O)(=O)NNC(=O)c2ccccc2-n2cccc2)cc1
    99, 95, 98, 99, -33, x, 95, 98, 4, 98, -1
13. O=C(NCc1ccccc1)C12CN(Cc3ccccc3)CC1C(c1ccc([N+](=O)[O-])cc1)=NO2 (stereo unspecified)
    102, 98, 100, 100, 9, 5, 99, 103, 9, 98, -2
14. CCN=c1scc(C)n1/N=C/c1ccsc1
    101, 103, 102, 105, -8, x, 100, 106, 3, 101, -4
15. CCC(CC)NC(=O)CC(c1ccccc1)c1ccccc1
    97, 94, 96, 104, -9, 3, 95, 94, -16, 97, 3
16. Cc1nn(C)c(C)c1CN(Cc1nc(-c2cc(F)ccc2F)oc1C)C1CC1
    93, 97, 94, 93, -34, -18, 96, 95, 12, 98, 0
17. CCOc1ccc(-c2c(C(=O)N/N=C/c3ccc(OC(C)C)cc3)nnn2-c2nonc2N)cc1
    94, 100, 93, 98, 8, -20, 93, 93, 11, 94, 3
18. CNC(=S)N(CCc1c(C)[nH]c2ccc(C)cc12)Cc1ccco1
    100, 96, 100, x, -2, x, 100, 103, 2, 100, -1
19. O=S(=O)(c1ccc(Br)cc1)N1CCN(c2cc(-c3ccccc3)nc3ncnn23)CC1
    102, 97, 100, 101, 2, x, 101, 109, 9, 99, -3
20. CCn1c(=O)cc(SCC(=O)N2CCN(C3CCCCC3)CC2)c2ccccc21
    100, 103, 102, 101, -15, x, 100, 101, 8, 100, -1
21. CCC(=O)N(Cc1c(C)nn(-c2ccccc2)c1Cl)c1ccc(Cl)cc1
    98, 103, 97, 84, -14, -13, 98, 104, -3, 96, -1
22. N/C(=N\c1nc2c(c(=O)[nH]1)CCC2)Nc1cccc2ccccc12
    104, 106, 100, 103, 22, -1, 100, 107, 11, 103, 1
23. O=C(CSc1nnnn1-c1ccc2c(c1)CCC2)Nc1ccc2c(c1)OCCO2
    97, 101, 98, 99, -22, x, 95, 94, 16, 96, 2
24. NC(=O)CSCc1ccc(Br)cc1
    106, 104, 107, 95, -17, x, 101, 102, -2, 107, 0
25. CCOC(=O)c1ccc(NC(=O)N2CCN(CCc3ccccc3)CC2)cc1
    98, 94, 96, 99, -18, 12, 98, 97, 9, 96, -2
26. CCOC(=O)C1CCCN(CC(=O)/C=C2/N(C)c3ccccc3C2(C)C)C1 (stereo unspecified)
    98, 93, 99, 102, -54, x, 97, 98, -22, 95, -1
27. Cc1ccc(C)c(OCC(=O)Nc2ccc(S(=O)(=O)Nc3ccccn3)cc2)c1
    96, 97, 100, 80, -28, -8, 98, 104, -5, 97, -8
28. COc1ccccc1OCC(=O)Nc1cc(Cl)ccc1Oc1ccccc1
    101, 101, 101, 96, -3, 3, 97, 102, 8, 100, -5
29. Cc1cccc(N2CC(C(=O)OCc3ccc([N+](=O)[O-])cc3)CC2=O)c1 (stereo unspecified)
    98, 106, 98, 99, -22, 7, 99, 101, 7, 100, -1
30. COc1ccc(C(=O)OC(C)C(=O)Nc2cc(C(F)(F)F)ccc2Cl)c(OC)c1OC (stereo unspecified)
    101, 101, 99, 97, -17, x, 97, 100, 3, 100, -1
31. Cc1ccc(N=C2NC(=O)C(CC(=O)O)S2)cc1 (stereo unspecified)
    102, 96, 102, 101, 8, x, 101, 107, 13, 104, -5
32. CC(C)CCOC(=O)/C(=C/c1ccco1)NC(=O)/C=C/c1ccccc1
    94, 95, 95, 102, -12, 9, 91, 91, -2, 92, -3
33. COC(=O)c1c(O)c2c([nH]c1=O)CCCC2
    105, 99, 103, 99, -48, x, 97, 108, -7, 98, 0
34. c1ccc(Nc2ncnc3c2oc2ccccc23)cc1
    98, 98, 97, 105, 6, x, 97, 96, 8, 96, -1
35. CCOc1ccc(-n2c(=O)[nH]c3sc4c(c3c2=O)CCCC4)cc1
    92, 89, 92, 99, -24, 23, 88, 93, 8, 89, -5
36. CCOc1ccc(C2C3=C(Nc4nc(N)[nH]c(=O)c42)c2ccccc2C3=O)cc1 (stereo unspecified)
    92, 93, 89, 100, 52*, x, 93, 88, 76*, 86, -7
37. Cc1cccc(OCc2nc(C#N)c(N3CC(C)CC(C)C3)o2)c1 (stereo unspecified)
    100, 95, 95, 100, -25, x, 95, 101, -10, 98, -4
38. O=C1CC(N2CCOCC2)C(=O)N1CCc1ccccc1 (stereo unspecified)
    u, u, u, 101, 6, x, u, u, 6, u, 0
39. CC(C)(Oc1ccc(Cl)cc1)C(=O)Nc1cccnc1
    99, 100, 100, 98, -21, x, 98, 100, 8, 99, 0
40. Brc1ccccc1-c1nc(-c2ccccc2)no1
    100, 97, 98, 98, 10, x, 98, 100, -18, 96, 1

# Carrying on:
cpd | Structure | Cdc42 wt | Rab7 wt GTP bind | HRas wt GTP bind | RGS8-Gao | Mcl1 Bid PPI | Pf gametocyte | Rac1 mut GTP | Rac1 wt modul | Mcl1 Noxa PPI | Rab2A wt mod | Mcl-1 Bim block
41 | COc1ccccc1OCC(=O)NCCC1=CCCCC1 | 103 | 99 | 99 | 106 | -16 | 17 | 99 | 101 | 4 | 99 | -6
42 | COc1ccc(CN2C(=O)NC3(CCCC3)C2=O)cc1F | u | u | u | 104 | -3 | 7 | u | u | -1 | u | 1
43 | Cc1cc(NC(=O)c2ccccc2F)ncc1NC(=O)c1cccs1 | 88 | 98 | 91 | 101 | -34 | x | 90 | 82 | 3 | 94 | 2
44 | CCCc1nn(C)c(C(N)=O)c1[N+](=O)[O-] | 99 | 108 | 102 | 95 | -26 | 15 | 99 | 103 | 6 | 105 | -2
45 | COCCCNCCOCCOc1c(OC)cccc1OC | 104 | 99 | 103 | 101 | -34 | x | 105 | 107 | 22 | 104 | -11
46 | COc1ccc(/C=C2/CCc3ccccc3C2=O)cc1OC | 95 | 99 | 97 | 101 | -13 | 9 | 99 | 105 | 5 | 97 | -9
47 | O=C(NCCOc1ccccc1)c1cc(C(=O)NCCOc2ccccc2)cc([N+](=O)[O-])c1 | 103 | 100 | 101 | 105 | -1 | x | 101 | 104 | 13 | 102 | -3
48 | COc1cc(C2c3c(oc4ccccc4c3=O)C(=O)N2Cc2cccnc2)cc(OC)c1OC (stereo unspecified) | 104 | 101 | 100 | 100 | -1 | x | 100 | 104 | -10 | 99 | 0
49 | Cc1cc(N2CCOCC2)c2c(N)c(C)cc(C)c2n1 | 97 | 95 | 96 | 99 | -18 | x | 94 | 95 | -7 | 96 | 1
50 | CCOc1cc(/C=N/Nc2nc(Nc3ccccc3)nc(N3CCCCC3)n2)ccc1OCC(=O)O | 89 | 99 | 95 | 103 | 9 | x | 92 | 94 | 5 | 94 | -23
51 | CCOCCN(C=O)c1cccc(OC)c1 | 101 | 104 | 103 | 98 | -63 | -1 | 99 | 105 | -9 | 102 | 5
52 | Cc1sc2nc(CN(C(=O)NC3CCCCC3)C3CCCCC3)[nH]c(=O)c2c1C | 100 | 101 | 100 | 100 | -2 | x | 98 | 104 | -43 | 99 | -3
53 | CNC(=S)N1N=C(c2ccc(C)cc2)CC1c1ccc(Br)cc1 (stereo unspecified) | 105 | 102 | 104 | 100 | -36 | -13 | 102 | 107 | 0 | 102 | 0
54 | O=C(CSc1nc2c(c(=O)n1-c1ccc(Cl)cc1)SCC2)Nc1nccs1 | 103 | 100 | 105 | 102 | -41 | 15 | 99 | 101 | -2 | 102 | 8
55 | COc1ccc(-c2nnc(SCC(=O)NCc3cccs3)n2C)cc1 | 103 | 102 | 101 | 100 | -17 | x | 100 | 104 | -8 | 103 | -7
56 | N#C/C(=C/c1cn(CC(=O)O)c2ccccc12)c1ccc(F)cc1 | 100 | 97 | 100 | 102 | -26 | x | 99 | 101 | 34 | 98 | -5
